Assay outcomes as filed in PubChem.
TcdB GH inh: TcdB glycohydrolase inhibitors, primary screen, biochemical, single point, plate reader | hit rate 0.24% among 350,000 | Toxin B (Clostridioides difficile), P18177 | AID 652162, 2013 | inhibition, % at 9.99 µM | TcdB glycohydrolase enzymatic assay; in the data active = inhibition above about 10%
An asterisk follows results filed as active; & = joins results of further samples. A portion of the library; count on the stated rates, not on these rows.

SMILES	TcdB GH inh
C[C@@H]1CN([C@@H](C)CO)C(=O)c2cccc(NS(=O)(=O)c3cn(C)cn3)c2O[C@H]1CN(C)S(=O)(=O)c1cn(C)cn1	0.8
CS(=O)(=O)N[C@@H]1C[C@@H]2O[C@H](CO)CC[C@@H]2O[C@@H]1CCc1ccc(/C=C/c2ccccc2)cc1	0.3
CNC(=O)C[C@@H]1CC[C@H]2[C@H](COc3ccc(NC(=O)c4ccc(OC)cc4)cc3C(=O)N2C)O1	0.7
COc1ccc([Si](C)(C)[C@H]2[C@H](CCO)O[C@@]3(C(=O)N(Cc4ccccc4)c4ccc(NC(C)=O)cc43)[C@@H]2C)cc1	-0.3
C/C=C/c1ccc2c(c1)O[C@@H](CN(C)C(=O)Cc1ccncc1)[C@H](C)CN([C@@H](C)CO)S2(=O)=O	-0.6
COc1cc(CC(=O)N2c3ccccc3N=C(c3ccccc3)C2C(=O)NCc2ccccc2)cc(OC)c1 (configuration not stated)	-0.3
CC(C)CC#Cc1ccc2c(c1)O[C@H](CN(C)S(=O)(=O)c1ccc(F)cc1)[C@@H](C)CN([C@@H](C)CO)S2(=O)=O	1.7
COc1ccc(NC(=O)N(C)C[C@@H]2OCc3ccccc3-c3ccccc3C(=O)N([C@@H](C)CO)C[C@@H]2C)c(OC)c1	0.3
CC=Cc1ccc2n(c1=O)C[C@@H]1[C@@H](CO)[C@H](C(=O)N(C)C)N(CC3CCCC3)[C@H]21 (mixture of isomers)	-0.7
COc1ccc(-c2ccc3n(c2=O)C[C@@H]2[C@@H](CO)[C@H](C(=O)NC4Cc5ccccc5C4)N[C@H]32)cc1	-2.5
COc1ccc(CN(C)C[C@@H]2Oc3ccc(NS(=O)(=O)c4cccs4)cc3CC(=O)N([C@H](C)CO)C[C@@H]2C)cc1	0.9
CN(C)C(=O)C[C@@H]1C[C@@H]2c3cc(NC(=O)c4cccnc4)ccc3O[C@@H]2[C@H](CO)O1	-0.5
CO[C@H]1CN(C)C(=O)c2ccc(NC(=O)c3ccccc3F)cc2OC[C@@H](C)N(CC2CCOCC2)C[C@H]1C	-0.5
C[C@H]1CCCCO[C@@H](CN(C)C(=O)NC2CCCCC2)[C@@H](C)CN([C@@H](C)CO)C(=O)c2cc(NC(=O)Nc3ccccc3)ccc2O1	2.0
C[C@H](CO)N1C[C@H](C)[C@@H](CN(C)C)Oc2c(NC(=O)c3cnccn3)cccc2C1=O	-1.2
Cc1noc(C)c1NC(=O)Nc1ccc2c(c1)CC(=O)N([C@@H](C)CO)C[C@H](C)[C@H](CN(C)Cc1ccc(-c3ccccc3)cc1)O2	-0.1
C/C=C/c1ccc([C@H]2[C@@H](CO)N3CCCCN(CCC(F)(F)F)C[C@@H]23)cc1	1.5
C[C@H](NC(=O)C[C@H]1C[C@@H]2c3cc(NC(=O)CC4CC4)ccc3O[C@@H]2[C@@H](CO)O1)c1ccccc1	-0.9
CCC(=O)N1[C@@H]2c3cccc(=O)n3C[C@H]1[C@H](CO)[C@H]2C(=O)NC1Cc2ccccc2C1	0.1
COCC(=O)N(C)C[C@H]1Oc2ncc(C#Cc3ccc(F)cc3)cc2C(=O)N([C@@H](C)CO)C[C@@H]1C	0.6
C[C@@H]1CN([C@@H](C)CO)C(=O)CCCn2cc(nn2)CO[C@@H]1CN(C)S(=O)(=O)c1ccc2c(c1)OCCCO2	0.8
COc1ccc2c3c(n(C)c2c1)[C@@H](CO)N(C(=O)NC(C)C)CC31CCN(CC2CC2)CC1	0.6
C[C@@H]1CN([C@H](C)CO)C(=O)Cc2cc(NC(=O)C3CC3)ccc2O[C@H]1CN(C)Cc1ccc(C(=O)O)cc1	-0.5
C[C@@H]1CN([C@@H](C)CO)S(=O)(=O)c2ccc(C#CC3(O)CCCC3)cc2O[C@@H]1CN(C)C(=O)Nc1ccccc1	0.1
C[C@@H]1CN([C@@H](C)CO)C(=O)c2cc(NC(=O)Nc3ccccc3)ccc2O[C@H]1CN(C)C	0.1

The closing 2 entries of the part above are carried over, then new ones follow:
SMILES	TcdB GH inh
C[C@@H]1CN([C@@H](C)CO)S(=O)(=O)c2ccc(C#CC3(O)CCCC3)cc2O[C@@H]1CN(C)C(=O)Nc1ccccc1	0.1
C[C@@H]1CN([C@@H](C)CO)C(=O)c2cc(NC(=O)Nc3ccccc3)ccc2O[C@H]1CN(C)C	0.1
C/C=C/c1ccc(C2[C@@H]3CN(C(=O)Cc4ccncc4)C[C@H]2N3)cc1 (some centres not stated)	0.4&0.5
C[C@H](CO)N1C[C@H](C)[C@@H](CN(C)C(=O)CC2CC2)Oc2cc(-c3cccnc3)ccc2S1(=O)=O	0.5
Cc1noc(C)c1NC(=O)Nc1ccc2c(c1)C(=O)N([C@H](C)CO)C[C@@H](C)[C@@H](CN(C)Cc1ccc(-c3ccccc3)cc1)O2	-0.4
C[C@H](CO)N1C[C@H](C)[C@@H](CN(C)C(=O)Nc2ccccc2)OCCCC[C@H](C)Oc2ccc(N(C)C)cc2C1=O	-11
O=C(Cc1ccccc1)N1C[C@H]2[C@@H](c3ccccc31)[C@@H](CO)N2C(=O)c1ccc(F)cc1	-1.7
COC(=O)[C@@H]1[C@@H](CO)[C@@H]2Cn3c(ccc(-c4cncnc4)c3=O)[C@H]1N2S(=O)(=O)c1ccccc1C	1.6
CCS(=O)(=O)N1CC(=O)N2[C@H](CO)[C@@H](c3ccc(-c4ccccc4)cc3)[C@@H]2C1	-0.8
C[C@H](O)C#Cc1cnc2c(c1)C(=O)N([C@H](C)CO)C[C@H](C)[C@H](CN(C)Cc1cccc(F)c1)O2	0.1
CCCN1C[C@H](C)[C@H](OC)CN(C)C(=O)c2cc(NC(=O)C3CCOCC3)ccc2OC[C@H]1C	-0.2
COCC(=O)N(C)C[C@H]1Oc2ncc(-c3ccc(F)cc3)cc2C(=O)N([C@@H](C)CO)C[C@H]1C	0.8
Cc1noc(C)c1NC(=O)N(C)C[C@@H]1Oc2ccc(NC(=O)NC(C)C)cc2C(=O)N([C@H](C)CO)C[C@@H]1C	-0.4
Cc1ccccc1S(=O)(=O)NCC[C@@H]1CC[C@H](NS(=O)(=O)c2ccccc2C)[C@@H](CO)O1	0.9
O=C(Nc1ccc(Cl)c(Cl)c1)N[C@@H]1CC[C@H](CCn2cc(C3CC3)nn2)O[C@H]1CO	0.4
C[C@@H]1CN([C@@H](C)CO)C(=O)Cc2cc(NC(=O)NC3CCCCC3)ccc2O[C@H]1CN(C)Cc1ccc(Oc2ccccc2)cc1	-0.6
C[C@H]1CN([C@@H](C)CO)C(=O)c2cc(NC(=O)C3CC3)ccc2O[C@H]1CN(C)S(=O)(=O)c1ccccc1	0.3
O=C(C[C@H]1CC[C@@H](NS(=O)(=O)c2ccc(F)cc2)[C@@H](CO)O1)NCCN1CCCCC1	0.5
COc1ccc2c3c(n(C)c2c1)[C@H](CO)N(C)CC31CN(S(=O)(=O)c2cccc(C)c2)C1	0.2
COc1ccc2c3c([nH]c2c1)[C@@H](CO)N(Cc1ccccc1F)CC31CCN(CC2CC2)CC1	-3.0
C[C@@H]1CCCCO[C@@H](CN(C)S(=O)(=O)c2ccc(Cl)cc2)[C@H](C)CN([C@@H](C)CO)C(=O)c2cc(NC(=O)Cc3ccccc3)ccc2O1	0.6
CCCCCCCCN1C(=O)[C@H](CC(=O)N2CCSCC2)C[C@@]2(C(=O)OC)CC(C)(C)CC=C12	1.7
C[C@@H]1CN([C@H](C)CO)C(=O)c2cc(C#Cc3ccccc3F)cnc2O[C@@H]1CN(C)C(=O)Cc1ccccc1	2.6
O=C(Cc1ccncc1)NCC[C@@H]1CC[C@@H](NC(=O)Nc2ccc(F)cc2)[C@H](CO)O1	0.6
Cc1ccc(S(=O)(=O)Nc2ccc3c(c2)C(=O)N([C@H](C)CO)C[C@H](C)[C@H](CN(C)S(C)(=O)=O)OCCCC[C@H](C)O3)cc1	1.5
CN1c2ccc(-c3ccccc3)cc2[C@@H]2[C@@H](CCN2C(=O)Cc2ccccc2)[C@H]1CO	-1.3
CNC[C@H]1Oc2ccc(NC(=O)Nc3cccc4ccccc34)cc2C(=O)N([C@H](C)CO)C[C@@H]1C	0.9
Continued.
SMILES	TcdB GH inh
C[C@H]1CN([C@@H](C)CO)C(=O)c2ccccc2-c2ccccc2CO[C@@H]1CN(C)S(=O)(=O)c1ccc(C(F)(F)F)cc1	0.3
C[C@H]1CN([C@@H](C)CO)C(=O)c2cc(NS(=O)(=O)c3ccccc3)ccc2O[C@H]1CN(C)CC1CC1	-0.3
COCC(=O)Nc1ccc2c(c1)[C@H]1C[C@@H](CC(=O)NCc3cccc(F)c3)O[C@H](CO)[C@H]1O2	-0.8
C[C@@H]1CN([C@H](C)CO)C(=O)c2cc(NC(=O)Cc3ccccc3)ccc2O[C@@H]1CN(C)S(C)(=O)=O	1.6
CO[C@@H]1CN(C)C(=O)c2ccc(NC(=O)c3nc4ccccc4s3)cc2OC[C@H](C)NC[C@@H]1C	0.6
C[C@@H]1CN([C@H](C)CO)C(=O)c2cc(NC(=O)CCCCCC(=O)Nc3ccccc3N)ccc2O[C@H]1CN(C)S(=O)(=O)c1cn(C)cn1	-2.0
C[C@@H]1CN([C@@H](C)CO)C(=O)c2cc(NC(=O)Nc3ccccc3)ccc2O[C@@H]1CN(C)Cc1ccc(C(F)(F)F)cc1	0.1
COCC(=O)N1C[C@@H](C)[C@H](OC)CN(C)C(=O)c2cc(NC(=O)c3ccc(F)cc3)ccc2OC[C@@H]1C	0.1
COC(=O)C[C@@H]1CC[C@H]2[C@@H](COc3ccc(NC(=O)c4cnccn4)cc3C(=O)N2C)O1	0.7
Cc1ccc(S(=O)(=O)Nc2ccc3c(c2)C(=O)N([C@H](C)CO)C[C@H](C)[C@H](CN(C)C(=O)Cc2ccccc2)OCCCC[C@H](C)O3)cc1	0.0
O=C(C[C@H]1CC[C@@H](NC(=O)Nc2ccccc2F)[C@@H](CO)O1)NCc1ccc(Cl)cc1	0.8
O=C(NC[C@H]1CC[C@@H]2[C@@H](CN2Cc2ccccc2F)O1)C1CC1	0.6
Cc1noc(C)c1NC(=O)Nc1ccc2c(c1)C(=O)N([C@@H](C)CO)C[C@@H](C)[C@H](CN(C)Cc1ccc(Oc3ccccc3)cc1)O2	-0.2
O=C(C[C@H]1C[C@H]2c3cc(NC(=O)C4CCOCC4)ccc3O[C@H]2[C@@H](CO)O1)NCc1ccc(Oc2ccccc2)cc1	-0.1
COc1ccc(CN(C)C[C@H]2Oc3c(NC(=O)NC(C)C)cccc3C(=O)N([C@@H](C)CO)C[C@@H]2C)cc1	-0.2
C[C@@H]1CCCCO[C@@H](CN(C)C)[C@@H](C)CN([C@@H](C)CO)C(=O)c2cc(NS(=O)(=O)c3cn(C)cn3)ccc2O1	0.5
Cc1ccccc1CN(C)C[C@H]1OCc2cnnn2CCCC(=O)N([C@H](C)CO)C[C@H]1C	-1.3
Cc1ccc(S(=O)(=O)N(C)C[C@@H]2Oc3ccc(NC(=O)Cc4cn(C)c5ccccc45)cc3CC(=O)N([C@@H](C)CO)C[C@H]2C)cc1	0.3
C[C@@H]1CN([C@@H](C)CO)C(=O)c2cc(NS(=O)(=O)c3ccc(Cl)cc3)ccc2O[C@@H](C)CCCCO[C@@H]1CN(C)Cc1ccccc1	-0.8
O=C(C[C@@H]1CC[C@@H]2[C@H](COC[C@H](O)CN2Cc2ccccc2F)O1)N[C@@H]1CCN(Cc2ccccc2)C1	-1.0
COc1cccc(C(=O)Nc2ccc3c(c2)C(=O)N(C)C[C@@H](OC)[C@@H](C)CN(C)[C@@H](C)CO3)c1	0.8
CO[C@H]1CN(C)C(=O)c2ccc(NC(=O)C3CC3)cc2OC[C@H](C)N(C(=O)Cc2ccccn2)C[C@@H]1C	-0.7
C[C@H]1CN([C@@H](C)CO)C(=O)Cc2cc(NC(=O)Nc3ccc4c(c3)OCO4)ccc2O[C@H]1CN(C)S(=O)(=O)c1ccc(Cl)cc1	-0.1
O=C(NC1CCCC1)N1CC(=O)N2[C@@H](CO)[C@H](c3ccc(/C=C/c4ccccc4)cc3)[C@@H]2C1	1.0
COc1ccc(-c2ccc3c(c2)O[C@@H](CN(C)C)[C@@H](C)CN([C@@H](C)CO)S3(=O)=O)cc1	0.9

Gathered by group, the compounds so far with a CF3 group
SMILES	TcdB GH inh
C/C=C/c1ccc([C@H]2[C@@H](CO)N3CCCCN(CCC(F)(F)F)C[C@@H]23)cc1	1.5
C[C@H]1CN([C@@H](C)CO)C(=O)c2ccccc2-c2ccccc2CO[C@@H]1CN(C)S(=O)(=O)c1ccc(C(F)(F)F)cc1	0.3
C[C@@H]1CN([C@@H](C)CO)C(=O)c2cc(NC(=O)Nc3ccccc3)ccc2O[C@@H]1CN(C)Cc1ccc(C(F)(F)F)cc1	0.1

Back to the main list, repeating the two entries before the break.
SMILES	TcdB GH inh
O=C(NC1CCCC1)N1CC(=O)N2[C@@H](CO)[C@H](c3ccc(/C=C/c4ccccc4)cc3)[C@@H]2C1	1.0
COc1ccc(-c2ccc3c(c2)O[C@@H](CN(C)C)[C@@H](C)CN([C@@H](C)CO)S3(=O)=O)cc1	0.9
C[C@H](CO)N1C[C@H](C)[C@H](CN(C)C(=O)Nc2ccc3c(c2)OCO3)Oc2ccc(NC(=O)Nc3ccc(F)cc3)cc2CC1=O	0.9
CO[C@@H]1CN(C)C(=O)c2ccc(NC(=O)Nc3cccc(Cl)c3)cc2OC[C@H](C)NC[C@H]1C	-0.2
C/C=C/c1cccc(-c2nc(C(=O)NCc3ccc(OC)cc3)cc3c2[C@H](CCO)N([S@@](=O)C(C)(C)C)C3)c1	-0.5
COc1cccc(S(=O)(=O)N2C[C@H](O)COC[C@H]3O[C@H](CC(=O)N4CCN(C)CC4)CC[C@@H]32)c1	-0.6
C[C@@H](O)C#Cc1cnc2c(c1)C(=O)N([C@@H](C)CO)C[C@H](C)[C@H](CN(C)C(=O)CN(C)C)O2	1.3
N#C[C@@H]1[C@@H](c2ccc(-c3ccncc3)cc2)[C@@H](CO)N1C(=O)C1CCOCC1	-0.2

Single entries from the entries so far:
C[C@@H](O)C#Cc1cnc2c(c1)C(=O)N([C@@H](C)CO)C[C@H](C)[C@H](CN(C)C(=O)CN(C)C)O2 – TcdB GH inh: 1.3
COc1cccc(S(=O)(=O)N2C[C@H](O)COC[C@H]3O[C@H](CC(=O)N4CCN(C)CC4)CC[C@@H]32)c1 – TcdB GH inh: -0.6
N#C[C@@H]1[C@@H](c2ccc(-c3ccncc3)cc2)[C@@H](CO)N1C(=O)C1CCOCC1 – TcdB GH inh: -0.2
